Screening data: PubChem, several laboratories
MEKK3 PB1 HTS – MEKK3-MEK5 PB1 interaction, increase or decrease; Q99759; bead-based flow cytometry, Alexa488-MEK5 binding to MEKK3; actives lie on both sides; 0 = blocked by unlabeled MEK5, 100 = vehicle; binding response (% of control), % at 10 µM; 290,000 tested, 1.4% active;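 active means binding response more than 3 SD above or below the average of its plate-row segment, actives on both sides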;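 further: Alexa488 bead fluorescence after subtracting the streptavidin-only scavenger bead signal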
Target sequence (Q99759 whole entry, looked up): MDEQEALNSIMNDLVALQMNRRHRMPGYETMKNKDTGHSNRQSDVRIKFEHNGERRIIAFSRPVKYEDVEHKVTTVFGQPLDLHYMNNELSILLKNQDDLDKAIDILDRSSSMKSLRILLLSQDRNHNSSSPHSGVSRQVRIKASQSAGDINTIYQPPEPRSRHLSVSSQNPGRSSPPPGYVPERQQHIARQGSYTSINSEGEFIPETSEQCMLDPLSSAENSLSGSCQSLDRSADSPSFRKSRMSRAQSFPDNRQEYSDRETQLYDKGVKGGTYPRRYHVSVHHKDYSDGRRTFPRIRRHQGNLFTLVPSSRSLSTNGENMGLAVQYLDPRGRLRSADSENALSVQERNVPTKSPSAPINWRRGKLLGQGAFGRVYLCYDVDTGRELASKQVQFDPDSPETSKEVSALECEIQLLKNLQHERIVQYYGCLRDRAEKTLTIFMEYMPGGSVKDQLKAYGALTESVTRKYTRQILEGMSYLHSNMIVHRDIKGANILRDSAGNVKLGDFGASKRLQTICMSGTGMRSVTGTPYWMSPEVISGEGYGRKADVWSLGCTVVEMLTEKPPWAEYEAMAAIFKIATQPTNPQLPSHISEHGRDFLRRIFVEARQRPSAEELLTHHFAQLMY
MEKK2mut PB1 HTS – signal of MEK5 binding to mutant human MEKK2 PB1 domain. bead flow cytometry, Alexa488-MEK5 binding to MEKK2 mutant. percent response, % at 10 µM. 290,000 tested, 0.35% active; in the data active means percent response above about 24%, passing the limit was not always enough; further: inactives centre near 1; some results filed as inactive read as strong as hits; reference of the scale not given here
FID counter – fluorescent intercalator displacement, NS3 helicase counter-screen | DNA fluorescent intercalator displacement, fluorescence | AID 1845 | 290,000 tested, 0.17% active | inhibition, % at 7.9 µM; in the data active means inhibition above about 37%;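 further: 0% = vehicle and 100% = reference compound; higher means more ethidium bromide displaced from hairpin DNA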
OXTR ag – human OXTR agonism | activation, % at 3 µM | CHO-OTR cells, Fluo-8 calcium fluorescence; normalized: DMSO 0%, oxytocin 100% | 320,000 tested, 0.32% active | P30559;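 active means activation above the mean of all tested compounds plus 3 SD, cutoff set per screening run, cut at about 20% in these data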;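 further: peak over basal fluorescence ratio from a 100 s FLIPR kinetic read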
M18AAP inhibitor – PfM18AAP enzyme inhibition | AID 1822 | recombinant PfM18AAP, H-Glu-NHMec fluorogenic cleavage | 290,000 tested, 1.2% active | inhibition, % at 7.35 µM;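 active means inhibition above the campaign mean inhibition over all tested compounds plus 3 SD, cut at about 28% in these data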;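 further: 0% = plate median of test compound wells and 100% = 2 mM ZnCl2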
MEKK2 WT-MEK5 – raises or lowers MEK5 binding to wildtype human MEKK2 PB1 domain | 290,000 tested, 1.1% active | Q9Y2U5 | AID 1531 | binding response (% of control), % at 10 µM | bead flow cytometry, Alexa488-MEK5 binding to MEKK2 WT; actives lie on both sides; in the data active means binding response below about 67% or above about 130%
PHOSPHO1 inh – inhibitors of human PHOSPHO1 phosphatase; Q8TCT1; recombinant PHOSPHO1, absorbance phosphatase assay; inhibition, % at 13.3 µM; 290,000 tested, 1.1% active; AID 1565; in the data active means inhibition above about 60%
Target sequence (Q8TCT1 whole entry, looked up): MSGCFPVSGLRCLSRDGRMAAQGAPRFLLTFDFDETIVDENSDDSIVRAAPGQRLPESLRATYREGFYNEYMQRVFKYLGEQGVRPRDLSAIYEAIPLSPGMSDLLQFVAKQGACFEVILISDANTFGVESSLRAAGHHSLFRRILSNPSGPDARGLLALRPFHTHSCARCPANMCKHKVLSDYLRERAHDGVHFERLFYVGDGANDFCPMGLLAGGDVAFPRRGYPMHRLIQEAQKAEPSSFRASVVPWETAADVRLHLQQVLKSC
GPR7 antag – antagonists of human GPR7 (neuropeptides B/W receptor 1) | GPR7-expressing cells, fluorescence antagonist assay | inhibition, % at 4.4 µM | AID 1861 | 290,000 tested, 1.1% active | P48145; in the data active means inhibition above about 16%, passing the limit was not always enough;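 further: cells stimulated with the agonist NPW; 0% = agonist with vehicle and 100% = vehicle without agonist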
NALP1 yeast inh – inhibitors of NALP1 inflammasome in yeast; S. cerevisiae NALP1/ASC/caspase-1 growth, X-gal OD620, 72 h; inhibition, % at 10 µM; 280,000 tested, 0.61% active; in the data active means inhibition mostly above about 24%, no sharp cut-off; inactive means mostly below about 32%; further: some compounds called inactive have numbers as strong as hits
Numbers without * were called inactive; · = not tested or not shown. This is a random part of the collection; overall some 6.2% were active at least once.

SMILES	MEKK3 PB1 HTS	MEKK2mut PB1 HTS	FID counter	OXTR ag	M18AAP inhibitor	MEKK2 WT-MEK5	PHOSPHO1 inh	GPR7 antag	NALP1 yeast inh
O=C(O)CCCCCNC(=O)C(=O)C1C(=O)Nc2ccccc21 (stereo unspecified)	101	2	2	0.4	5	100	-1	-9	11
Cc1ccc2nc3c(cc(C#N)c(=O)n3CC3CCCO3)c(=O)n2c1 (stereo unspecified)	103	0	-1	·	3	98	29	-8	2
COc1ccccc1N1CCN(C(=O)C2CCN(C(=O)c3ccccc3Cl)CC2)CC1	102	-3	-52	·	-12	98	37	-9	3
O=C1CC(NC23CC4CC(CC(C4)C2)C3)C(=O)N1c1ccc2c(c1)OCO2 (stereo unspecified)	79	-16	-12	-0.2	4	81	17	-6	8
C1CN(c2nc3nonc3nc2N2CCSCC2)CCO1	97	0	2	-0.4	3	101	32	-14	·
N/C(=N\OC(=O)CCCN1C(=O)c2ccccc2C1=O)c1ccc(Br)cc1	104	3	3	0.1	-2	100	·	-3	·
C=CCn1c(SCC(=O)N2CCOCC2)nc(O)cc1=O	99	3	-21	0.2	-2	104	41	-12	16
COc1cc(CCCN2C(=S)NC[C@H]2Cc2ccc(O)cc2)cc(OC)c1OC	95	7	-25	12	4	107	47	-7	9
O=C(c1cccc(NS(=O)(=O)c2cccc(C(F)(F)F)c2)c1)N1CCOCC1	102	-3	-22	-0.1	-16	100	31	-7	13
COc1ccc(NC(=O)CC(Cc2ccccc2)C(=O)O)cc1 (stereo unspecified)	92	-8	-5	0.3	-4	90	2	-5	0
Cc1nc(C)c(C(=O)Nc2cccc(C)c2C)o1	100	-4	4	0.0	0	106	-6	2	20
COc1ccc(N2CC(C(=O)N[C@@H](C)C(=O)NC3CCCC3)CC2=O)cc1 (stereo partly specified)	100	-1	-5	-0.4	-3	97	58	-4	16
O=C(CCC1CCCN(C(=O)c2cccc(F)c2)C1)N1CCN(c2ccccn2)CC1 (stereo unspecified)	97	5	-43	-0.9	0	97	10	6	6
COc1ccc(N(CC(=O)NC2CCCC2)C(=O)c2ccc(C)s2)c(OC)c1	101	1	-33	0.1	-5	100	23	0	-2
O=C(CCC(=O)N1CCSc2ccccc21)NCc1ccc(Cl)cc1	101	-1	-37	1.2	-10	103	18	11	0
Cc1ccc(CN2C(=O)CCC2C(=O)NCCCN2CCCCC2C)cc1 (stereo unspecified)	99	1	0	0.8	1	105	9	-5	7
CCc1c(C)c(C#N)c2nc3ccccc3n2c1NC	112	15	-12	-0.4	6	109	42	-8	14
O=C(N[C@@H](c1ccccc1)[C@@H]1C[C@H]1C(=O)O)OCc1ccccc1	107	5	-21	-0.7	-7	98	-16	1	13
CSc1cccc(CNC(=O)C2CCC(=O)N(Cc3cccc(C(F)(F)F)c3)C2)c1 (stereo unspecified)	97	-1	-30	0.7	-3	96	12	15	8
Cc1cccc(-n2nnnc2SCC(=O)NCC2CCCO2)c1 (stereo unspecified)	116	17	-3	-0.4	-13	110	10	-5	·
Cc1onc(-c2c(F)cccc2Cl)c1C(=O)O/N=C(\N)c1ccc([N+](=O)[O-])o1	102	6	-1	-3.2	3	102	-10	-6	7
CC(=O)NCCOc1c(C)cc(S(N)(=O)=O)cc1C	100	4	-2	1.0	6	104	-8	-8	17
COCCNc1nc(C)cc(-c2cc(-c3ccc(Cl)cc3)on2)n1	109	1	·	-1.6	·	108	-4	·	11
N#CCc1ccc(NC(=O)c2ccccc2C(=O)Nc2ccc(CC#N)cc2)cc1	99	4	-3	1.0	0	103	40	-2	8
CCOC(=O)Cc1csc(N/N=C\c2ccccc2OC)n1	105	4	-15	-0.9	-4	110	29	-6	4
CC(=O)NNC(=O)CSc1nnc(-c2ccccc2)c(-c2ccccc2)n1	95	-1	-20	-0.8	-12	96	·	16	12
COc1cc(C)c(S(=O)(=O)n2c([N+](=O)[O-])cnc2C)cc1C	95	-5	6	1.1	-8	98	41	3	28
CCN(CCNC(=O)C1CCN(c2nnc(-n3cccc3)s2)CC1)c1ccccc1	98	-1	-16	-2.0	5	99	-6	-5	31
N#CC[C@H](Cc1ccccc1)N1CC[C@@H](NC(=O)OCc2ccccc2)CCC1=O	106	2	-30	0.4	-7	119	-2	9	-1
CC1(C)CC(=O)C(C(C2=C(O)CC(C)(C)CC2=O)c2cccc(O)c2)C(=O)C1 (stereo unspecified)	51	-14	-10	-1.7	-4	53	25	-11	18

5 entries from above, with values under each structure.
Values run as follows: MEKK3 PB1 HTS, MEKK2mut PB1 HTS, FID counter, OXTR ag, M18AAP inhibitor, MEKK2 WT-MEK5, PHOSPHO1 inh, GPR7 antag, NALP1 yeast inh
O=C(N[C@@H](c1ccccc1)[C@@H]1C[C@H]1C(=O)O)OCc1ccccc1
→ 107, 5, -21, -0.7, -7, 98, -16, 1, 13
Cc1onc(-c2c(F)cccc2Cl)c1C(=O)O/N=C(\N)c1ccc([N+](=O)[O-])o1
→ 102, 6, -1, -3.2, 3, 102, -10, -6, 7
CCOC(=O)Cc1csc(N/N=C\c2ccccc2OC)n1
→ 105, 4, -15, -0.9, -4, 110, 29, -6, 4
COc1cc(C)c(S(=O)(=O)n2c([N+](=O)[O-])cnc2C)cc1C
→ 95, -5, 6, 1.1, -8, 98, 41, 3, 28
CSc1cccc(CNC(=O)C2CCC(=O)N(Cc3cccc(C(F)(F)F)c3)C2)c1 (stereo unspecified)
→ 97, -1, -30, 0.7, -3, 96, 12, 15, 8

Continuation:
SMILES	MEKK3 PB1 HTS	MEKK2mut PB1 HTS	FID counter	OXTR ag	M18AAP inhibitor	MEKK2 WT-MEK5	PHOSPHO1 inh	GPR7 antag	NALP1 yeast inh
O=C(COC(=O)c1ccc(Cl)cc1O)NCCN1C(=O)CSC1=O	101	10	-5	-0.5	0	105	-5	-4	·
CCN(CC)c1ccc(/C=N/NC(=O)OC(C)(C)C)cc1	93	-7	-9	-2.8	2	97	8	-10	-10
O=C(CSc1ccc2nnc(CCNC(=O)c3ccccc3)n2n1)NCc1ccco1	106	7	-14	-0.1	-4	112	27	4	0
Cc1cccc(OCC(=O)NCc2ccncc2)c1C	103	8	1	0.0	6	101	-22	-4	25
COc1ccc(C(C)=O)cc1CN1C(=O)NC2(CCCC2)C1=O	103	-2	-3	-0.3	-11	101	13	-2	-24
COc1ccc(Cn2c(CCC(=O)NCc3ccco3)nc3cccnc32)cc1	106	6	-14	-0.4	-2	103	16	-13	7
Cc1ccc(CN2CCN(C(=O)c3ccncc3)CC2)cc1	85	-2	-9	1.0	-10	88	68*	-2	-4
Cc1nn(Cc2c(Cl)cccc2Cl)c(C)c1NC(=O)CCCn1nc(C)c([N+](=O)[O-])c1C	100	-1	-26	-0.6	0	97	-4	1	18
CCOCCn1c(CN2CCN(CCO)CC2)nc2c1c(=O)n(C)c(=O)n2C	102	2	-3	-0.3	-1	104	31	-2	3
CCOC(=O)N1CCN(C(=O)CSc2nc3ccccc3c(=O)n2-c2ccccc2)CC1	101	3	-35	-1.6	6	102	-7	3	18
COc1ccc(CN(C(=O)CNC(=O)c2ccco2)C(C(=O)NCC2CCCO2)c2ccc(OC)c(OC)c2)cc1 (stereo unspecified)	100	0	-31	0.3	-5	102	-7	-4	18
O=C(CCCc1ccccc1)Nc1cccc(C(=O)O)c1	105	0	3	0.3	2	104	35	-1	28
COc1ccc(N(CC(=O)NCCSCc2ccco2)S(=O)(=O)c2ccccc2)cc1	112	3	-30	-2.1	-4	100	35	3	6
CCc1ccc(-c2cc3c(=O)n(CC(=O)N4CCCCCC4)nc(C)n3n2)cc1	93	-2	-25	1.2	-1	93	12	-6	16
O=C(NCc1ccccn1)C1Nc2ccc(C(F)(F)F)cc2C2C=CCC12 (stereo unspecified)	107	3	·	-0.7	·	106	·	·	·
CCOc1ccc2ccccc2c1/C=N/NC(=O)CNC(=O)Cc1ccccc1	118	-1	-15	-2.3	-3	108	-17	-7	24
N#Cc1ccsc1NC(=O)CN1CCN(Cc2ccccc2)CC1	106	-2	1	-1.3	4	105	28	-11	7
O=C(CCN1C(=O)/C(=C\c2ccccc2)SC1=S)NNC(=O)c1ccccc1O	97	-2	-7	12	15	97	16	-17	18
COc1ccc(-n2cnnc2SCC(=O)c2ccc(S(=O)(=O)N3CCOCC3)cc2)cc1	100	5	-16	0.4	-5	97	43	-1	-14
COC(=O)[C@@H]1C[C@H]2CC[C@H](O)C[C@H]2N1Cc1ccc(C(F)(F)F)cc1	99	2	·	-0.8	·	103	31	·	·
CCc1cc(CNC(=O)CC2C(=O)NCCN2CC2CCCCC2)on1 (stereo unspecified)	109	-8	-13	-2.0	-9	95	1	6	1
CCN(CC)C(=O)c1sc(NC(=O)c2ccc(C)c([N+](=O)[O-])c2)c(C#N)c1C	105	5	-8	4.9	0	99	58	4	18
CCOc1ccc(OCCN(C)Cc2ccccc2)cc1	100	-1	8	0.6	2	101	6	3	5
Cc1nnc(-c2ccc(Cl)cc2)[nH]c1=O	101	0	1	0.2	4	97	1	-14	3
CN(c1ccc(C(=O)NCc2ccccc2)cc1)S(C)(=O)=O	99	4	-6	0.0	-2	100	24	-3	14
C=CCOc1ccc(C2C3=C(CCCC3=O)N(CC(=O)O)C3=C2C(=O)CCC3)cc1OCC	110	13	-13	-0.7	-2	112	36	-11	16
CCOc1ccc(C(C)(N)C(=O)O)cc1 (stereo unspecified)	101	0	1	0.3	2	93	34	2	6
CC(CCc1ccc(O)cc1)NC1c2ccccc2-c2ccccc21 (stereo unspecified)	103	5	22	3.6	1	109	-3	5	16
Cc1cc(C(C#N)c2cccc(Cl)c2)n2ncnc2n1 (stereo unspecified)	·	·	-5	4.3	5	·	41	14	-7
O=C(COc1ccc(S(=O)(=O)NC2CCCCC2)cc1)NCC1CCCO1 (stereo unspecified)	95	-2	-23	-0.3	0	95	-2	-6	-6
CC(=O)C1=C(C)OC(N)=C(C#N)C1c1ccco1 (stereo unspecified)	92	-1	1	0.8	-5	95	-13	-1	3
Cc1ccc(S(=O)(=O)N2CCC(C(=O)OCC(=O)N(CC(C)C)C3CCS(=O)(=O)C3)CC2)cc1C (stereo unspecified)	103	6	-52	-0.2	-5	110	5	-24	14
CC1CN(C(=S)Nc2cccc(Cl)c2)CC(C)O1 (stereo unspecified)	107	0	-7	6.5	-15	107	29	-16	5
C/C(=C\C(=O)c1sccc1Cl)N(C)C	100	0	-4	-0.1	1	96	8	-7	-30
O=C(CN(Cc1ccc(F)cc1)C(=O)c1csnn1)NCc1ccc2c(c1)OCO2	98	4	-29	2.8	8	99	37	2	1
Cn1c(C(=O)NCc2ccccn2)cc2c(=O)n(C)c3ccccc3c21	104	2	-22	-1.9	0	103	3	-6	34
N/C(=N\OC(=O)c1cccs1)c1cccnc1	102	1	-1	0.7	3	100	14	-5	8
CCN1CCN(c2cc(C)c3cc(NC(=S)N4CCCCC4)ccc3n2)CC1	102	5	17	0.0	-1	117	37	-5	5
NS(=O)(=O)c1cccc(NC(=O)COC(=O)c2cc(Cl)ccc2[N+](=O)[O-])c1	96	1	5	0.3	-10	97	25	-6	·
Cc1c(C(=O)OCC2CCCO2)[nH]c2c1C(=O)CC(c1ccco1)C2 (stereo unspecified)	97	7	-12	0.7	-2	99	31	-2	7
Cc1cccc(OCc2n[nH]c(=S)n2-c2ccccc2)c1	101	2	-17	0.2	17	102	-25	-9	-6
COc1ccc(C(=O)Oc2cc(OC)cc(OC)c2C(C)=O)cc1	98	3	-26	2.2	1	93	6	9	19
CCCCOC(=O)c1ccc(N=Nc2c(C)c(C#N)c(O)[nH]c2=O)cc1	102	4	-6	0.4	-1	101	37	-2	·
CCOC(=O)CNC(=O)c1sc2ncnc(N3CCc4ccccc4C3)c2c1C	105	6	-33	2.1	-1	108	30	6	32
CCOC(=O)C1CCCN(C(=O)Cn2sc3nc(C)cc(C)c3c2=O)C1 (stereo unspecified)	108	11	-10	2.0	59*	109	21	7	15
O=C(NCc1nnc(SCC(=O)N2CCCC2)o1)c1c(F)cccc1F	99	6	-5	-0.3	1	102	43	-6	16
